DUSP3 inh – DUSP3 (human) phosphatase inhibition | P51452 | AID 1654 | inhibition, % at 13.3 µM | 290,000 tested, 0.52% active | recombinant VHR phosphatase, pNPP absorbance; in the data active = inhibition above about 50%; note: some compounds called inactive have numbers as strong as hits
Mtb BioA inh – inhibitors of Mycobacterium tuberculosis BioA enzyme; purified M. tuberculosis BioA enzyme, plate reader; inhibition, % at 9.99 µM; 360,000 tested, 0.096% active; in the data active = inhibition above about 40%; inconclusive = no clear call, values can overlap the other calls
CCHF vOTU inh – blocks the CCHF virus ovarian tumor domain protease | CCHFV vOTU protease, Pep-AMC fluorescence | inhibition, % at 11.5 µM | 370,000 tested, 0.55% active | AID 651958; note: 0% = vehicle wells with enzyme and 100% = no enzyme wells
FadD28 binding – M. tuberculosis FadD28 bisubstrate binding inhibition | FadD28 bisubstrate probe binding, fluorescence polarization | 360,000 tested, 0.22% active | inhibition, % at 12.5 µM; in the data active = inhibition above about 8.5%, passing the limit was not always enough; inconclusive = no clear call, values can overlap the other calls
Rv3671c inh – inhibitors of M. tuberculosis serine protease Rv3671c; inhibition, % at 5.96 µM; 320,000 tested, 0.048% active; AID 2606; in the data active = inhibition above about 38%;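 note: extracellular domain of Rv3671c used as enzyme; 0% = enzyme with DMSO and 100% = no enzyme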
Target sequence (P9WHR9 whole entry, looked up, the tested form may be a part): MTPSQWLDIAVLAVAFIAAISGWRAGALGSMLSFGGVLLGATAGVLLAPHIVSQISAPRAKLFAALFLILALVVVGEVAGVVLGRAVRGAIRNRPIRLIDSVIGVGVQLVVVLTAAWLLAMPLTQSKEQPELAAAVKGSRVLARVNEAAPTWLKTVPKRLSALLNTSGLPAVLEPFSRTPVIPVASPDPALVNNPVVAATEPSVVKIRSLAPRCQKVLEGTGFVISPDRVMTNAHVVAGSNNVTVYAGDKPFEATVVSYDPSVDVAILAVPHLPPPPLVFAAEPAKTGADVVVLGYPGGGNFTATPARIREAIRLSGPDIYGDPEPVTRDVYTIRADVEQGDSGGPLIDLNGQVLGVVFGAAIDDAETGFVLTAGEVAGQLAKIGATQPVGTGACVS
MazF activator – increases E. coli MazEF RNase cleavage of RNA; AID 504720; activation, % at 20 µM; FAM/BHQ RNA-DNA oligo cleavage fluorescence, 5 h; 350,000 tested, 0.32% active; in the data active = activation above about 50%
Target sequence (P0AE70 whole entry, looked up): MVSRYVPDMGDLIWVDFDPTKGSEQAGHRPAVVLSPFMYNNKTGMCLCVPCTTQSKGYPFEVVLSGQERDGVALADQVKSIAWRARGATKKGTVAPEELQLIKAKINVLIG
Mtb UGM inh – Mtb UDP-galactopyranose mutase inhibition | P9WIQ1 | purified UGM, fluorescence polarization probe displacement | inhibition, % at 10 µM | 320,000 tested, 0.06% active | AID 504406; in the data active = inhibition above about 10%, passing the limit was not always enough; inconclusive = no clear call, values can overlap the other calls
Target sequence (P9WIQ1 whole entry, looked up): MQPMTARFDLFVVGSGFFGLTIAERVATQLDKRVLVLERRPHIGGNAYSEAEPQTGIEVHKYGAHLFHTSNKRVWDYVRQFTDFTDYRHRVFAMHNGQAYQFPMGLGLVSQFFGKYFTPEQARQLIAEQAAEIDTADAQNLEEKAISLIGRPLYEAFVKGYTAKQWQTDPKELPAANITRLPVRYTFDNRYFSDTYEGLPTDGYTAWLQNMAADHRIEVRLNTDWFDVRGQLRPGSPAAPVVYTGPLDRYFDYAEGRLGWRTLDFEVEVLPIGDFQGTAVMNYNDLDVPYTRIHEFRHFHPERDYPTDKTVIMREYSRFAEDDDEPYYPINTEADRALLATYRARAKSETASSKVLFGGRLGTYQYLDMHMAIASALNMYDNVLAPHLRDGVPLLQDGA
Mtb FBA inh – Mtb fructose-bisphosphate aldolase inhibition | purified M. tuberculosis FBA, fluorescence read-out | P9WQA3 | AID 588726 | 360,000 tested, 2.3% active | inhibition, % at 1 µM; in the data active = inhibition above about 27%;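 note: 0% = vehicle and 100% = reference inhibitor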
BoNT-F LC inh – inhibitors of Botulinum neurotoxin F light chain protease | Multiplex microsphere protease cleavage assay, flow cytometry | inhibition, % at 10 µM | 360,000 tested, 0.22% active; in the data active = inhibition above about 35%, passing the limit was not always enough; inconclusive = no clear call, values can overlap the other calls; note: plate controls were buffer without enzyme for full effect and enzyme alone for no effect
GDH-TPI counter – counter-screen for M. tuberculosis FBA inhibitors: GDH-TPI coupled enzymes; inhibition, % at 4.8 µM; 360,000 tested, 1.2% active; GDH-TPI coupled enzyme counterscreen, NADH absorbance;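 note: 0% = DMSO wells and 100% = wells lacking the enzyme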
An asterisk follows results filed as active; ? = inconclusive; · = not tested or not shown; & = joins results of further samples. Cut-off read from the data, not from the text of the source, unless noted: active = inhibition above about 30%; inactive = the rest.

Each structure is followed by: Mtb UGM inh	CCHF vOTU inh	DUSP3 inh	Mtb BioA inh	FadD28 binding	Mtb FBA inh	BoNT-F LC inh	GDH-TPI counter	Rv3671c inh	MazF activator
COC(=O)c1c(NC(=O)c2ccccc2F)sc2c1C(C(=O)OC)CC2 (stereo not given)
→ -1.0	-2	-13	-1.4	-2.6	1	?	7	3	-1
Cc1ccc(C(=O)N/N=C\c2ccc(-c3ccc([N+](=O)[O-])cc3)o2)cn1
→ 3.8	-10	13	·	0.1	-6	?	16	9	20
CCC(=O)Nc1cccc(C2=NOC3(C2)C[C@H](C(N)=O)N(C(=O)CC#N)C3)c1 (stereo not given in full)
→ 1.0	8	4	-0.3	0.0	2	-6	1	8	-1
O=S(=O)(c1ccccc1)N1CCN=C1SCc1cccnc1
→ 0.6	2	23	·	-2.1	-1	-1	-4	4	4
Cc1ccc(S(=O)(=O)N2CCCCC2)cc1NC(=O)c1ccccc1Cl
→ 0.5	-2	·	1.3	-1.0	2	-2	13	-1	7
Cc1ccc(NC(=O)c2n[nH]c(=O)c3ccccc23)cc1S(=O)(=O)N1CCOCC1
→ ·	-9	·	·	-7.4	-4	-1	2	2	8
NS(=O)(=O)c1ccc(NC(=O)c2ccc(-c3ccccc3)cc2)cc1
→ ·	-1	15	·	-4.5	-3	1	-2	·	-19
O=S(=O)(c1ccccc1)N1CCN(S(=O)(=O)c2ccc(F)cc2)CC1
→ 0.9	5	26	-0.1	-2.6	-3	?	0	0	-8
Cc1ccc2oc(=O)c(/C=C(\O)c3sc(C)nc3C)nc2c1
→ ·	5	-8	·	2.2	0	-7	13	3	-23
CN1C(=O)N(C)c2ccc(C=O)c3cccc1c23
→ 1.5	-9	4	·	-2.6	9	-5	-6	6	-21
COc1ccc(NC(=O)CN(C)C(=O)c2cnc(Cl)c(Cl)c2)cc1
→ -1.7	-2	7	0.4	-4.1	-1	-7	-10	6	3
CCOCCCNc1nc2c(c(=O)[nH]c(=O)n2C)n1CCCc1ccccc1
→ 1.8	16	6	-1.3	-2.6	-14	-2	-3	4	4
CCc1ccc(-c2nc(CS(=O)CC(=O)NCCCN3CCC(C)CC3)c(C)o2)cc1 (stereo not given)
→ -0.9	-1	3	-0.3	-2.2	1	0	4	0	14
CC(c1nnc(SCC(=O)NC(=O)NCc2ccco2)n1-c1ccc(Cl)cc1)N(C)C (stereo not given)
→ 1.5	6	-1	0.8	-2.8	0	-5	-3	-2	-1
O=C(CN(c1cc(C(F)(F)F)ccc1Cl)S(=O)(=O)c1ccccc1)NCc1cccnc1
→ 4.3	-1	18	-0.9	-2.9	-1	-2	-3	4	0
C=CCOc1ccccc1CN(CCc1ccccc1)C(=O)c1cccc(S(C)(=O)=O)c1
→ -2.2	-5	21	0.2	-4.1	-9	-5	-4	-3	4
COc1ccc(-c2csc(C(C)(O)c3cccc(F)c3)n2)cn1 (stereo not given)
→ ·	9	·	0.9	-1.2	2	4	6	·	·
N#CC1=C(N)Oc2nc[nH]c(=O)c2C1c1cccs1 (stereo not given)
→ -2.9	14	4	·	-3.4	-9	-4	-4	4	12
CC1(C(=O)NS(=O)(=O)C2CC2)CCCN(C(=O)c2ccccc2C(F)(F)F)C1 (stereo not given)
→ ·	-12	·	0.2	-1.9	1	-3	5	·	·
CC1=C(C(=O)OCc2ccccc2)C(/C=C/c2ccccc2)N2C(=O)CCSC2=N1 (stereo not given)
→ 3.2	0	3	-2.2	1.7	-1	0	16	-19	7
C=C1CCN([C@@H](CC(C)C)C(=O)Nc2nc3ccc(Cl)cc3s2)S(=O)(=O)c2ccccc21
→ -1.7	6	·	-0.2	-2.3	-1	2	-1	-25	-1
O=C1C(=O)N(Cc2cccnc2)C(c2ccccn2)/C1=C(/O)c1ccc(Br)cc1 (stereo not given)
→ 0.0	12	22	1.8	-3.4	-16	-3	2	2	4
O=C(CCl)NC1CCCc2ccccc21 (stereo not given)
→ 0.0	-15	21	·	-0.3	-1	-3	-1	-7	5
O=C1C(O)CCN1C1CCCCC1 (stereo not given)
→ ·	-13	·	-0.9	-0.8	1	-6	6	·	-2
Cn1cnc2c(NCc3ccco3)ncnc21
→ -0.4	18	13	-0.7	-2.4	-1	-1	-10	-4	-2
COc1ccc(CCNC(=O)c2cc3c(=O)n(C)c4ccccc4c3n2C)cc1OC
→ -1.4	12	9	0.4	-4.3	4	5	-9	1	-4
Cc1ccccc1S(=O)(=O)c1c(C)cc(C)n(C)c1=O
→ 2.2	13	13	·	-0.6	4	0	9	-3	-11
COc1cc2c(cc1OC)C(C)N(CCN1C(=O)c3ccccc3C1=O)CC2 (stereo not given)
→ 0.4	1	-6	·	-1.6	-2	1	-7	-8	-6
COc1ccccc1N1CCN(/N=C\c2ccccc2)CC1
→ -1.9	-9	14	-1.2	1.3	3	?	-4	-3	2
CCCc1nnc(SCC(=O)Nc2cccc(C(F)(F)F)c2)o1
→ 1.6	8	4	·	-0.9	-4	6	-1	1	2
COc1ccc(NC(=O)CN(C)C(=O)C(C)N2C(=O)c3ccccc3C2=O)cc1 (stereo not given)
→ ·	6	·	·	0.2	1	-3	2	3	7
C=CCn1c(Cc2cccs2)nnc1SCC(=O)Nc1cccc(OC)c1
→ -4.3	1	8	-0.5	-1.8	0	1	8	-3	-6
COc1ccc(CCn2c(=O)c3cccnc3n(Cc3cccc([N+](=O)[O-])c3)c2=O)cc1OC
→ 0.4	1	-13	·	-1.2	0	-2	7	-12	-2
CC1CCN(CCCCOc2ccccc2-c2ccccc2)CC1
→ -4.4	2	3	-0.8	-1.0	5	-2	5	5	7
CS(=O)(=O)N1CCN(C(=O)NC2CCCCC2)CC1
→ 0.5	6	22	·	0.8	0	3	5	0	-11
Cc1[nH]cnc1CN1CCc2c(c3ccccc3n2C)C1=O
→ -2.2	72*	·	0.8	0.9	4	-9	14	-7	6
CCN1CCN(C(=O)N(c2ccccc2)c2ccccc2)CC1
→ 1.5	-14	49	-1.4	-2.1	3	13	3	-6	-7
C[C@@H]1CCCCO[C@H](CN(C)C(=O)Nc2cccc3ccccc23)[C@@H](C)CN([C@H](C)CO)C(=O)c2cc(N(C)C)ccc2O1
→ ·	-6	·	-1.1&-0.7&-0.9	-3.5	2	-6	2	·	8
O=C(O)c1ccccc1SCC(=O)N1c2ccccc2Sc2ccccc21
→ 4.1	-8	13	2.5	-1.1	-4	-12	1	-11	0
COCC(C)n1c(SCC(=O)N2CC(=O)Nc3ccccc32)nc2ccccc2c1=O (stereo not given)
→ 0.4	2	·	-0.1	-3.4	-1	·	-3	-4	-21
Cn1c(SCC(=O)NC2CC2)nnc1-c1cccs1
→ 1.0	-6	5	-0.4	1.2	1	3	2	0	-9
O=C(Nc1ccc(F)cc1)c1ccccc1F
→ -3.1	4	-20	·	0.0	2	-4	8	3	5
COC(=O)CC(NC(=O)c1ccco1)c1cccc2ccccc12 (stereo not given)
→ -2.7	12	24	-0.5	-2.1	2	-47	7	3	-3
CC(=O)Nc1ccc(C)cc1NC(C)=O
→ 3.6	-18	21	·	-3.0	3	-7	-5	4	0
CC1=NN(c2ccccc2)C(=O)/C1=C/N(C)C
→ 0.1	4	5	-0.9	1.0	-2	-5	14	-14	12
COc1ccc(Oc2ncccc2[N+](=O)[O-])cc1
→ -0.9	-7	5	-0.9	0.6	0	-14	-1	5	2
Cc1c([N+](=O)[O-])c([N+](=O)[O-])nn1CC(=O)N1CCOCC1
→ -5.5	4	22	·	-1.0	0	-3	0	12	-3
O=C(Nc1ccon1)c1ccc2c(c1)OCO2
→ 1.2	7	10	·	-1.0	3	0	7	2	0
O=C(NCCN1CCOCC1)c1ccc2c(c1)N(Cc1ccccc1F)C(=O)c1ccccc1S2(=O)=O
→ -1.5	14	38	-1.4	-1.1	5	5	5	-15	4
COC(=O)c1ccccc1NC(=O)c1ccco1
→ 0.8	1	-7	-2.0	-0.5	-2	4	5	0	5
CCC(C)NC(=O)c1ccc(NC(=O)C2=C(C)OCCS2)cc1 (stereo not given)
→ 2.0	2	49	5.6	1.1	2	7	-3	-1	5
CCc1nnc(NC(=O)CSc2nc(C)c3c(c2C#N)CCCC3)s1
→ -0.7	·	-9	4.2	-3.3	56*	-5	8	0	3
C[C@H]1CN=C(Nc2ccccc2)N1CCCC1CCCC1
→ -1.1	1	24	0.8	0.0	0	-2	-1	1	9
COc1ccc2c(c1)C(=O)N(c1ccc(C)cc1C)C(=O)C2(C)C
→ 0.7	0	2	-0.1	-7.9	20	2	1	-20	-6
Clc1ccc(Nc2ncnc3c2nnn3Cc2ccccc2)cc1
→ 2.4	-9	16	-0.6	-1.2	1	-2	10	-3	5
CCCCn1c(SCC(=O)OCC)nc2c(sc(=S)n2-c2ccccc2OC)c1=O
→ -2.2	2	6	1.6	1.6	3	-32	14	-6	-2
CC1(C(=O)O)CCC(C(=O)N2CCCCC2)C1(C)C (stereo not given)
→ -2.0	-21	11	·	1.7	-1	-1	1	5	-1
CN1CCN(C(=O)/C=C/c2ccc3c(c2)OCO3)CC1
→ -3.0	-5	2	·	-3.6	5	8	9	-8	1
Cn1nnnc1Sc1ccc([N+](=O)[O-])cc1Cl
→ 0.0	10	30	·	-1.3	-3	1	1	9	4

Random excerpt: five records from the list
Each structure is followed by: Mtb UGM inh	CCHF vOTU inh	DUSP3 inh	Mtb BioA inh	FadD28 binding	Mtb FBA inh	BoNT-F LC inh	GDH-TPI counter	Rv3671c inh	MazF activator
Cc1ccc(C(=O)N/N=C\c2ccc(-c3ccc([N+](=O)[O-])cc3)o2)cn1
→ 3.8	-10	13	·	0.1	-6	?	16	9	20
C[C@@H]1CCCCO[C@H](CN(C)C(=O)Nc2cccc3ccccc23)[C@@H](C)CN([C@H](C)CO)C(=O)c2cc(N(C)C)ccc2O1
→ ·	-6	·	-1.1&-0.7&-0.9	-3.5	2	-6	2	·	8
CCC(C)NC(=O)c1ccc(NC(=O)C2=C(C)OCCS2)cc1 (stereo not given)
→ 2.0	2	49	5.6	1.1	2	7	-3	-1	5
CC1=NN(c2ccccc2)C(=O)/C1=C/N(C)C
→ 0.1	4	5	-0.9	1.0	-2	-5	14	-14	12
Cc1[nH]cnc1CN1CCc2c(c3ccccc3n2C)C1=O
→ -2.2	72*	·	0.8	0.9	4	-9	14	-7	6

High-throughput results as filed in PubChem BioAssay.
